# TrxR1 substrate: rat thioredoxin reductase 1 substrate activity. O89049. purified TrxR1 substrate turnover, NADPH consumption readout. Potency, µM (series often up to 114 µM), for the others: top-dose activity change, negative = substrate turnover. hit rate 0.01% among 390,000; further: potency means the concentration at half of the fitted maximal effect; on the % scale 0 is the no-effect control and ±100 the full control effect; nearly all actives have a fitted effect of over 50% in size
#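 Rat TrxR1, dispensed at 90 nM, was prereduced with 400 uM NADPH (final) for 5 min at ~22 deg C, then incubated with compound 15 min before 400 uM selenite. A first-read NADPH fluorescence drop versus no-compound background flagged substrates.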
# D2 antagonist: antagonists of human D2 dopamine receptor; inhibition, % at 10 µM; HEK293 TREx D2 cells, calcium flux, dopamine EC80; hit rate 2% among 340,000; AID 485344; in the data active means inhibition above about 30%; further: 0% is about no effect
# Target sequence (P14416 whole entry, looked up): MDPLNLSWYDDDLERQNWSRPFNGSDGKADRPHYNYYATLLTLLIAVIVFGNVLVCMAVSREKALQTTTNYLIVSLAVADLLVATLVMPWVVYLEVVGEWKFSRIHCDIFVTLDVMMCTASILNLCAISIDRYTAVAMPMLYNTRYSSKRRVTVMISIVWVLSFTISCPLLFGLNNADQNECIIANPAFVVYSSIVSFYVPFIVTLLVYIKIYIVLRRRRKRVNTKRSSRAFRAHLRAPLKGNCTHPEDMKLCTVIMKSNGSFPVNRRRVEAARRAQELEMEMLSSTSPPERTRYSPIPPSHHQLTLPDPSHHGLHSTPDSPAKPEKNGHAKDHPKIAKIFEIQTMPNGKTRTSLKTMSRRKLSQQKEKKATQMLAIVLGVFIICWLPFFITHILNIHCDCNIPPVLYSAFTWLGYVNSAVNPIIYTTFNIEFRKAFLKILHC
#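 Inhibition of EC80 dopamine-driven calcium flux, recorded kinetically, defines activity here; cells are a tetracycline-induced HEK293 T-REx line expressing force-coupled D2.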
# USP1 inh: blocks the human USP1/UAF1 deubiquitinase complex; AID 743255; recombinant USP1/UAF1, Ub-Rhodamine cleavage fluorescence; Potency, µM (highest dose often 57.1 µM), without a hit: at the top dose activity change, negative = inhibition, usual class: inhibitors; O94782; hit rate 0.23% among 390,000; further: potency means the concentration at half of the fitted maximal effect; on the % scale 0 is the no-effect control and ±100 the full control effect; nearly all actives have a fitted effect of over 60% in size; inactives centre near -12
#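 High-throughput fluorogenic screen: 1nM USP1/UAF1 complex, Ub-Rho substrate 150nM final, 50mM HEPES pH 7.8 with 0.5mM EDTA, 0.1 mg/ml BSA, 1mM TCEP and 0.01% Tween-20.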
# D2 ag: activates the human D2 dopamine receptor; P14416; HEK293 T-REx D2 cells, calcium flux agonist mode; activation, % at 2 µM; hit rate 0.53% among 340,000;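 active means activation over 3 SD above normal in the single-dose calcium agonist read, cut at about 30% in these data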; further: 0% is about no effect
#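 Tetracycline-induced HEK293 Trex cells with D2 receptor force-coupled to calcium signaling, plated overnight at 30 C and loaded with no-wash calcium dye. Calcium flux read kinetically for 180 s after compound addition; responses flag agonists.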
# IDH1 R132H inh: human IDH1 R132H inhibition; O75874; IDH1-R132H enzyme, NADPH consumption, diaphorase/resazurin fluorescence; Potency, µM (doses to about 76.6 µM), for inactives: top-dose activity change, negative = inhibition, usual class: inhibitors; hit rate 0.093% among 390,000; further: potency means the concentration at half of the fitted maximal effect; on the % scale 0 is the no-effect control and ±100 the full control effect; nearly all actives have a fitted effect of over 65% in size
# Target sequence (O75874 whole entry R132H, stated change not applied): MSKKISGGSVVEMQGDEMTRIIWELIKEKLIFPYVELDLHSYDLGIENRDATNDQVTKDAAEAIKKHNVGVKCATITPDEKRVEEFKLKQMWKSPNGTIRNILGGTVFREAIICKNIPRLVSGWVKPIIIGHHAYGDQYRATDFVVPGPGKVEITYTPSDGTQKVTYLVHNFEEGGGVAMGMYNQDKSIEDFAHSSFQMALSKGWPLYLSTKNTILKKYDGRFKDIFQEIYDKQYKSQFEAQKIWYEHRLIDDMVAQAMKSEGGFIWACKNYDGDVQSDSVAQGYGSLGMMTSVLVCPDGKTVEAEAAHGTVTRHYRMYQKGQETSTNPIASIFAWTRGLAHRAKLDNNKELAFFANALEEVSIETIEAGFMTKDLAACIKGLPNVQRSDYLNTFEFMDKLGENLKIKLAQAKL
#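 IDH1-R132H (0.5 ug/mL) preincubated 30 min with compound, then NADPH (0.016 mM) and alpha-KG (2 mM) added; 80 min at RT, pH 7.5. Remaining NADPH coupled via diaphorase/resazurin to fluorescence (540/590 nm); concentration-response curves normalized to no-enzyme control.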
# TRHR PAM: allosteric enhancers of human TRH receptor; P34981; TRHR cells, fluo-8 calcium fluorescence, EC20 TRH enhancement; enhancement, % at 2 µM; hit rate 0.66% among 360,000; in the data active means enhancement above about 30%; further: 0% is about no effect
#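 TRHR-expressing cells loaded with fluo-8 calcium dye were read kinetically (ex 480/em 530) during compound addition, then stimulated with an EC20 of TRH (10 nM final). Enhancement of the Gq-mediated intracellular calcium response was scored.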
# TRHR agonist: agonists of human TRH receptor; activation, % at 2 µM; P34981; TRHR cells, calcium flux fluo-8, FDSS agonist mode; hit rate 0.18% among 360,000; in the data active means activation above about 30%; further: 0% is about no effect
#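 TRHR-expressing cells loaded with fluo-8 calcium dye; 23 nL library compound pin-transferred, kinetic FDSS fluorescence (Ex 480/Em 530) recorded about 180 s for agonist-induced calcium release, before a 10 nM TRH EC20 addition for potentiator mode.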
# TrxR1 inh: inhibitors of rat thioredoxin reductase 1. Potency, µM (series often up to 114 µM), for inactives: at the highest dose activity change, negative = inhibition, most hits filed as inhibitors. O89049. recombinant rTrxR1, NADPH fluorescence consumption, selenite substrate. AID 588453. hit rate 1% among 390,000; further: potency means the concentration at half of the fitted maximal effect; on the % scale 0 is the no-effect control and ±100 the full control effect; nearly all actives have a fitted effect of over 65% in size
#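 Rat TrxR1 (90 nM in the dispensed reagent) was pre-reduced with 400 uM NADPH for 5 min at room temperature, then incubated with compound for 15 min. After 400 uM selenite was added, NADPH fluorescence (Ex 340/Em 450 nm) was followed for 8 min.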
# PI4K2A inh: inhibitors of human PI4K2A. Q9BTU6. purified PI4K2A, ADP-Glo luminescence, 1 h; stronger effect = lower value. activity change, negative = inhibition, % at 76.9 µM. hit rate 0.13% among 420,000. AID 1346378; in the data active means activity change below about -50%;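 further: -100% = wells without enzyme as full effect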
#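 PI4K2A activity was measured by ADP-Glo luminescence: enzyme (4 ug/mL stock) and phosphatidylinositol (1.2 mM stock) in Tris pH 7.5/MgCl2/EGTA/Triton X-100 buffer were reacted with ATP (300 microM stock) for one hour at ambient temperature.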
# * marks the source's active call; other numbers are inactive results; . = not tested or not shown; [ ] = remark or other dose. Unless noted, the call rests on the fitted dose curve; in most records, active means well fitted inhibition curve with a large enough effect; inconclusive means small, poorly fitted or top-dose-only effect; inactive means no such curve, though single readings can be large or run the other way.
SMILES,TrxR1 substrate,D2 antagonist,USP1 inh,D2 ag,IDH1 R132H inh,TRHR PAM,TRHR agonist,TrxR1 inh,PI4K2A inh
O=C(NCc1ccncc1)Nc1ccccc1Cl,0.3%,2.3,-9.5%,1.3,2.9%,7.0,-0.2,1.0%,3.6
CC(=O)N/C(=C\c1ccc(F)cc1)C(=O)NC(Cc1ccccc1)C(=O)O (stereo unspecified),1.1%,-4.5,-16.1%,0.2,3.2%,-4.2,0.2,1.3%,-7.5
CC(=O)Nc1ccc(S(=O)(=O)Nc2ccc(S(=O)(=O)Nc3nc(C)cc(C)n3)cc2)cc1,-9.8%,3.2,2.0%,0.0,0.0%,2.8,0.3,1.0%,-5.7
CCOC(=O)c1c(C)c(C(=O)NCCOC)c(C)n1CC,-3.9%,1.3,1.6%,0.2,6.4%,-3.1,-0.2,4.0%,-1.8
CCCC(=O)Nc1sc2c(c1C(=O)OCC)CC(C)(C)OC2,6.2%[57.1 µM],2.9,-1.1%,0.2,0.0%,-6.7,-0.6,8.8%[57.1 µM],-11.8
O=C(CSCc1cnn(-c2ccccc2)c1-n1cccc1)NCc1cccc(Cl)c1,1.7%,.,-9.7%,0.4,5.6%,-4.6,-0.2,-2.4%,3.5
CC1CCCN(c2ccc(N)cc2C(N)=O)C1 (stereo unspecified),5.9%[57.1 µM],10.0,-7.9%,-0.6,-7.4%,18.3,-1.8,2.8%[57.1 µM],3.1
COc1cccc(N2CC(C(=O)NNC(=O)c3ccc(Cl)cc3)CC2=O)c1 (stereo unspecified),-7.8%,0.7,1.9%,0.4,-1.7%,2.6,0.3,-8.0%,3.9
COc1cc(CC(=O)OCc2ccccc2F)cc(OC)c1OC,-1.8%[57.1 µM],1.7,-13.4%,-0.8,5.1%,-1.3,-1.8,-6.8%[57.1 µM],-0.3
C/C(=N/NC(=O)c1cc(-c2ccccc2)nc2c(Cl)cccc12)c1cccnc1,-10.5%,4.9,3.8%,0.2,0.8%,-9.2,1.0,-10.5%,2.7
Cn1ccsc1=NC(=O)c1ccc(Cl)c([N+](=O)[O-])c1,2.5%,-11.3,-17.2%,0.1,4.8%,2.2,0.2,12.5%,-0.2
O=c1cnc2ccccc2n1Cc1ccccc1C(F)(F)F,-8.1%,-1.2,-12.2%,-0.9,-6.2%,-0.1,-0.5,6.0%,-3.7
CNc1c(NS(=O)(=O)c2ccc(CC(C)C)cc2)c(=O)oc2ccccc12,17.5%,-9.0,-15.1%,1.6,0.5%,-2.2,2.1,24.0%,4.5
Cc1ccc(S(=O)(=O)c2c(N)n(NC(=O)c3ccco3)c3nc4ccccc4nc23)cc1,158.3%[activator],-13.3,-9.0%,0.6,-3.3%,3.3,1.0,-32.3%,-5.6
CCCCOc1ccccc1C1NC(=O)NC(C)=C1C(=O)OCCOCC (stereo unspecified),4.0%,-1.6,-9.0%,0.1,7.4%,1.3,-1.8,4.7%,-1.2
COc1ccccc1-c1nnc2sc(-c3ccc(N(C)C)cc3)nn12,32.6%[activator],17.8,-23.0%,-0.5,1.6%,-6.6,-0.6,4.4%,-1.3
COc1ccc(NC(C)=O)cc1NC(=O)c1ccc(Cl)cc1,-2.2%[57.1 µM],21.4,-9.3%,0.2,15.8%,0.7,-0.2,18.7%,3.7
COc1ccc(S(=O)(=O)N(C)C[C@H]2Oc3c(NC(=O)Nc4c(C)noc4C)cccc3C(=O)N([C@H](C)CO)C[C@@H]2C)cc1,-0.1%,.,-19.5%,.,12.0%,.,.,-16.9%,-1.8
Cc1cccc(C)c1NC(=O)CSc1nnc(-c2ccoc2C)n1C,2.6%,-3.7,-16.7%,-1.0,5.9%,-6.1,0.0,-5.8%,3.2
Cc1nc(N2CCN(C(=O)COc3ccccc3)CC2)c2c(C)c(C)sc2n1,3.7%[57.1 µM],-6.8,-13.8%,1.9,5.1%,7.2,0.1,12.9%[57.1 µM],4.9
O=C(OCCC12CC3CC(CC(C3)C1)C2)c1ccc(NCc2cc(O)ccc2O)cc1,-1.3%,.,-9.6%,.,8.9%,.,.,2.9%,-6.4
CC(C)Oc1ccc(C(=O)NCCCNC(=O)c2cccnc2)cc1,1.6%,4.8,-12.5%,-0.1,1.1%,13.6,-0.7,12.0%,4.5
COc1cc(CNCCCN2CCOCC2)cc(Cl)c1OCC(=O)NC(C)(C)C,6.9%,.,-16.7%,.,-3.1%,-4.2,2.4,-9.9%,-0.4
Cc1c(/C(O)=C2/C(=O)C(=O)N(Cc3cccnc3)C2c2cccs2)cnn1-c1ccccc1 (stereo unspecified),-16.2%,-6.4,-24.3%,0.8,-3.5%,4.6,0.3,-23.7%,-0.7
CCN(CC)CCNC(=O)Cn1ncc2c3ccccc3n(Cc3ccccc3C)c2c1=O,1.5%,.,-16.9%,-0.1,6.1%,1.0,1.8,-11.2%,-0.1
CCOc1cc(N2CCOCC2)c(OCC)cc1NC(=O)Cc1ccccc1,-3.8%,-1.4,-9.5%,-1.7,-8.5%,0.4,-2.4,10.5%,-5.7
CN(C)S(=O)(=O)c1cccc(C(=O)NCc2cccs2)c1,4.1%[57.1 µM],-4.4,-17.4%,-0.2,-1.0%,8.5,0.2,6.3%[57.1 µM],-2.7
CCCCn1cc(SCC(=O)O)c2ccccc21,13.3%[57.1 µM],16.8,-6.8%,0.5,0.6%,2.5,-0.2,22.6%[57.1 µM],3.6
CCOc1cc(CNCc2ccccn2)cc(Cl)c1OC,-2.1%,8.3,-7.4%,-0.2,16.4%,8.5,0.1,-6.0%,-2.2
Cc1ccc2c(C)nc(Nc3ncc4c(n3)CCCC4=O)nc2c1,0.5%,.,-22.3%,.,0.7%,.,.,-6.5%,3.8
COc1ccccc1N1CCN(C2CCCN(Cc3ccccc3OCCO)C2)CC1 (stereo unspecified),10.0%,-3.5,-25.6%,0.0,-7.9%,5.4,0.1,23.1%,2.5
CCOC(=O)C1C(c2ccc(OC)c(OC)c2)c2c([nH][nH]c2=O)CC1(C)O (stereo unspecified),3.6%,-0.6,-8.1%,11.5,12.8%,-1.7,-0.5,22.2%,-3.2
Cc1cccc(NC(=O)c2cc(NC(=O)C3CCCCC3C(=O)O)ccc2Cl)n1 (stereo unspecified),5.4%[57.1 µM],-1.7,4.6%,0.3,-0.3%,3.4,0.6,0.7%[57.1 µM],-1.4
Cc1ccc(C)n1-c1nnc(N2CCCC(C(=O)Nc3ccc(C(C)C)cc3)C2)s1 (stereo unspecified),-2.9%,.,-24.5%,-1.2,21.8%,4.1,-1.9,-19.7%,-6.9
CCOC(=O)c1cnn(-c2ccccc2)c1-n1cccc1C(=O)C(=O)Nc1ccc(OC)cc1,-6.0%[57.1 µM],10.0,-0.4%,0.1,-2.0%,-7.6,0.1,-10.4%[57.1 µM],-17.8
O=C(c1cccc(F)c1)N1CCCC(C(=O)N2CCCC2)C1 (stereo unspecified),13.5%[57.1 µM],0.9,-1.8%,-0.9,10.6%,4.6,-1.5,40.6%[activator][57.1 µM],1.4
CC(=O)N1CCN(C(=O)c2ccccc2NS(=O)(=O)c2ccc(F)cc2)CC1,1.2%,9.7,-22.6%,0.6,-17.2%,3.1,0.1,19.1%,-2.4
COc1ccc(NC(=O)c2c(NC(=O)CCC(=O)O)sc3c2CCCCC3)cc1,-0.6%,-10.7,-13.5%,0.5,1.1%,12.2,0.1,13.9%,-1.8
CCCOc1ccc(C2=NNC(c3cccs3)=Nc3ccc(OC)cc32)cc1,-6.6%,-1.5,-15.4%,-0.2,2.0%,-5.1,-0.4,-9.4%,4.8
COc1cccc(NC(=O)CN(C)CC(=O)Nc2ccc(C)c(S(=O)(=O)N3CCOCC3)c2)c1,-7.0%,.,-16.9%,.,0.6%,.,.,-8.9%,5.5
CC1(c2nnc(-c3ccc(F)cc3)o2)CC(c2ccc(F)cc2)=NO1 (stereo unspecified),-9.5%,.,-15.0%,.,-10.1%,-1.0,0.0,8.8%[57.1 µM],4.7
CC(C)Cn1nc(C(=O)N2CCc3ccccc32)c2ccccc2c1=O,-17.7%,-0.9,-8.9%,-0.6,2.2%,0.8,-0.7,-15.5%,-4.9
Cc1c(NC(=O)CC(=O)Nc2c(C)n(C)n(-c3ccccc3)c2=O)c(=O)n(-c2ccccc2)n1C,2.6%,-2.3,-1.7%,0.4,-0.3%,-3.5,1.7,6.6%,-8.9
O=C(c1ccc(F)cc1)n1c(NCc2ccccc2)n[nH]c1=S,7.7%[57.1 µM],-3.3,-2.4%,-0.4,-5.0%,0.9,-0.9,7.6%[57.1 µM],1.3
O=C(NCc1ccccc1)c1cccc(OCC(=O)N2CCN(C(=O)c3ccco3)CC2)c1,5.9%,-3.0,-9.7%,3.2,3.8%,-0.5,0.4,-1.9%,-10.6
COc1ccc(-c2[nH]ncc2C(=O)NCc2ccc(F)cc2)cc1,1.4%,.,-22.5%,.,.,-1.9,-0.3,12.7%,1.9

# Screening data: PubChem, National Center for Advancing Translational Sciences (NCATS)
